# High-throughput results deposited in PubChem BioAssay by National Center for Advancing Translational Sciences (NCATS).
# VP16 counter: inhibits Gal4-VP16 luciferase reporter, ROR gamma counter-screen | Drosophila S2 Gal4-VP16 UAS-luciferase, luminescence, 20 h | Potency, µM (doses to about 53.6 µM), for the others: at the top dose activity, negative = inhibition, hits mostly inhibitors | 310,000 tested, 3.5% active;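 also: Gal4-VP16 expression switched on by copper sulfate through the metallothionein promoter; potency is read from the fitted curve at half-maximal effect; % is scaled to controls: 0 for no effect and ±100 for the full control effect; nearly all actives have a fitted effect of over 50% in size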
# ELG1 repair inh: blocks ELG1-dependent DNA repair in HEK293T cells; Potency, µM (top dose mostly 46.1 µM), for inactives: top-dose activity change, negative = inhibition, hits mostly inhibitors; AID 504467; HEK293T ELG1-luciferase reporter, luminescence, 16 h; DNA damage induced by 5-fluorouridine; 330,000 tested, 2.3% active; also: potency is read from the fitted curve at half-maximal effect; % is scaled to controls: 0 for no effect and ±100 for the full control effect; nearly all actives have a fitted effect of over 55% in size
#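 Cells (2,000 per well) received 5-fluorouridine plus test compound or DMSO and were incubated 16 hr at 37 °C, 5% CO2. Luciferase activity was read by luminescence 30 min after ONE-Glo addition; signal suppression marked inhibition of damage-induced ELG1 function.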
# Rab9 promoter act: activators of Rab9 promoter | Huh7 Rab9 promoter-luciferase reporter, luminescence, 24 h | 320,000 tested, 2.8% active | Potency, µM (titrated, usually from 9.22 µM), for the others: at the highest dose activation, negative = inhibition, most hits filed as activators; also: potency is read from the fitted curve at half-maximal effect; % of control where 0% means no effect; nearly all actives have a fitted effect of over 60% in size
#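 Steps: seed 1500 Huh7 Rab9-luc cells per well, rest 2 h at 37 °C; add compound in DMSO; incubate 24 h; add luciferase reagent, 10 min ambient; read luminescence.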
# p53 reactivator: mutant p53 re-activation in reporter cells. H1299 p53-A138V BP100-luciferase reporter, luminescence, 24 h. Potency, µM (titrated, usually from 92.2 µM), inactives show at the highest dose activity change, positive = activation, most hits filed as activators. 320,000 tested, 0.063% active; also: potency is read from the fitted curve at half-maximal effect; % of control where 0% means no effect; nearly all actives have a fitted effect of over 45% in size
#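 H1299 (p53-null), stable ts p53-A138V + BP100-Luc; 1000 cells/well, Opti-MEM/10% FBS; cpd 4 pt, 1:5; 24 h, 37 deg C, 5% CO2; detection reagent 10 min RT; luminescence.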
# NPC1 promoter act: activates the NPC1 promoter | Huh7 NPC1 promoter luciferase reporter, 24 h | Potency, µM (highest dose often 9.22 µM), inactives show at the highest dose activation, hits mostly activators | 320,000 tested, 2.4% active | AID 485313;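 also: potency is read from the fitted curve at half-maximal effect; % of control where 0% means no effect; nearly all actives have a fitted effect of over 60% in size; reporter is driven by a mutant NPC1 promoter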
#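 Quantitative HTS used a cell-based reporter: Huh7 cells stably bearing the NPC1 promoter upstream of luciferase were treated with compounds for 24 h, and promoter activation was read as luminescence.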
# Tb PFK inh: T. brucei PFK enzyme inhibition; Potency, µM (doses to about 57.5 µM), without a hit: top-dose activity, negative = inhibition, hits mostly inhibitors; T. brucei PFK, ADP-Glo luminescence; 330,000 tested, 0.17% active; O15648;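 also: potency is read from the fitted curve at half-maximal effect; 0% = uninhibited 1x PFK enzyme wells and -100% = no-enzyme wells; nearly all actives have a fitted effect of over 60% in size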
# Target sequence (O15648 whole entry, looked up): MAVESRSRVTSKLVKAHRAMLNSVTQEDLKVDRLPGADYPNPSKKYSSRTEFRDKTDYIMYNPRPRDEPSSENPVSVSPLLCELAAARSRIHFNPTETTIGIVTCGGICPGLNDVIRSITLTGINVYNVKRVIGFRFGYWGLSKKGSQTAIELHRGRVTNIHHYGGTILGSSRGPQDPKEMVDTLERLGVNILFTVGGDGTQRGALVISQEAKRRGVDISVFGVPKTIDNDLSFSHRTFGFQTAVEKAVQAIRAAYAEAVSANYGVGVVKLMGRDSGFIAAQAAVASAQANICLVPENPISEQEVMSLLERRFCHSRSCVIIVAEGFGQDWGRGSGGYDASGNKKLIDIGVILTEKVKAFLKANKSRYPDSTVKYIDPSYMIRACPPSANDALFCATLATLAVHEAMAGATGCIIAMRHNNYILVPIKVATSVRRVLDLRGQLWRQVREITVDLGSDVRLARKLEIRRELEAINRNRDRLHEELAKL
#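 Luminescent ADP detection (ADP-Glo, two-step: ATP depletion then ADP-to-ATP conversion for luciferase) reported PFK activity after 45 min room-temperature reaction of 1.25 nM enzyme with 0.5 mM F6P and 0.1 mM ATP at pH 8.0.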
# TRPV1 ag: agonists of human vanilloid receptor 1 (TRPV1). Q8NER1. TRPV1-expressing cells, Fluo-8 calcium influx, agonist mode. activation, % at 8.33 µM. 320,000 tested, 0.19% active. AID 540275; in the data active = activation above about 80%; inconclusive = between about 30% and that limit; also: 0% is about no effect
#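 TRPV1-expressing cells were cultured overnight at 35.5C and loaded with Fluo-8 calcium dye for 40 to 90 min at room temperature. After a 10 s baseline, compound was added and calcium influx was read kinetically for 3 min (ex 480/em 520 nm).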
# RORgamma inh: blocks mouse ROR gamma transcriptional activity | P51450 | Drosophila S2 Gal4-RORgamma UAS-luciferase reporter, 20 h | Potency, µM (series often up to 53.6 µM), for inactives: at the top dose activity change, negative = inhibition, usual class: inhibitors | 310,000 tested, 5.4% active | AID 2551; also: potency is read from the fitted curve at half-maximal effect; % is scaled to controls: 0 for no effect and ±100 for the full control effect; nearly all actives have a fitted effect of over 60% in size
#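 Using a luciferase readout, inhibitors were identified by reduced reporter activity in Drosophila cells coexpressing a copper-inducible Gal4–ROR gamma fusion and UAS-driven Photinus luciferase, incubated 20 hr after 700 uM copper sulfate.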
# ELG1 genotox: inducers of genotoxicity in HEK293T ELG1-luciferase cells. 330,000 tested, 1.3% active. Potency, µM (highest dose often 46 µM), for the others: at the highest dose activity change, positive = activation, actives largely listed as activators. HEK293T ELG1-luciferase reporter, luminescence, 16 h; also: potency is read from the fitted curve at half-maximal effect; % of control where 0% means no effect; nearly all actives have a fitted effect of over 60% in size
#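 ELG1-luciferase HEK293T cells, 2,000/well; compound pinned in; 16 hr, 37 °C, 5% CO2; ONE-Glo, 30 min RT; luminescence on CCD imager.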
# BRCA1 expr up: increases BRCA1 expression | Potency, µM (titrated, usually from 46.1 µM), for inactives: at the top dose activation, hits mostly activators | MCF7-BRCA1-FFLuc reporter, luminescence, 48 h; response scale: scaled: vehicle 0%, 10 µM genistein 100% | AID 624202 | 380,000 tested, 1.1% active; also: potency is read from the fitted curve at half-maximal effect; nearly all actives have a fitted effect of over 80% in size; some results filed as inactive show a strong effect at the top dose
#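 First, MCF7-BRCA1-FFLuc cells (2000/well) attach for 2 h; next, compounds are pin-added and incubated 48 h at 37 °C; finally, luciferase reagent is added and luminescence read after 15 min.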
# FLuc modulator: firefly luciferase modulation, counter-screen for miR-21 project. Potency, µM (series often up to 57.5 µM), without a hit: top-dose activity change, negative = inhibition, hits mostly inhibitors. P08659. purified FLuc, Km substrates, luminescence inhibition. AID 588342. 360,000 tested, 6.9% active;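 also: potency is read from the fitted curve at half-maximal effect; plate controls were vehicle for no effect and reference inhibitor for full effect; nearly all actives have a fitted effect of over 55% in size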
# Target sequence (P08659 whole entry, looked up): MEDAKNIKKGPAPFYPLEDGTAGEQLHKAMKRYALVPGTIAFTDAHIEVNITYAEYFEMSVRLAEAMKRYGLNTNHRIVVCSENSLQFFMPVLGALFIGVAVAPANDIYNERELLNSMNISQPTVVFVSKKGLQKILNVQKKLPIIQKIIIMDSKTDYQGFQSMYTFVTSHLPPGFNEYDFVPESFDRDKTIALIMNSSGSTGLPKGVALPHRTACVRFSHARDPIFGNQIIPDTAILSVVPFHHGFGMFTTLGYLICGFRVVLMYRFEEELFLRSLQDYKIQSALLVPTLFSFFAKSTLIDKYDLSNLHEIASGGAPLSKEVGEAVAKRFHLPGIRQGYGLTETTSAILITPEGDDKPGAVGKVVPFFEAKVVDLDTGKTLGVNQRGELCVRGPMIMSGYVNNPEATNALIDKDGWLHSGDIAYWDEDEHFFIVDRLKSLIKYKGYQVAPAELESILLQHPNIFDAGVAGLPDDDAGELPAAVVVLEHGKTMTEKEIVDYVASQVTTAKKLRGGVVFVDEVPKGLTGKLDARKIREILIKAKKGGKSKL
#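 Purified P. pyralis luciferase, 10 nM final, with Km-level 10 uM D-luciferin and 10 uM ATP in 50 mM Tris acetate pH 7.5, 10 mM Mg acetate, 0.01% Tween-20, 0.05% BSA; 6-point qHTS titration about 60 µM downward; luminescence read.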
# Starred values were filed as active, the others as inactive; u = inconclusive; x = no result given; & = joins results of further samples; [ ] = dose if it differs, or a comment. Unless noted, calls follow the shape of the dose curve; as a rule, active = well fitted curve in the direction sought with a large enough effect; inconclusive = small, poorly fitted or top-dose-only effect, or another doubt; inactive = no such curve, though single readings can be large; an effect the other way counts as inactive or inconclusive. No enrichment for hits, and some 15% of all compounds hit somewhere here.
no.	mol	VP16 counter	ELG1 repair inh	Rab9 promoter act	p53 reactivator	NPC1 promoter act	Tb PFK inh	TRPV1 ag	RORgamma inh	ELG1 genotox	BRCA1 expr up	FLuc modulator
1	COc1ccc(OC)c(-c2csc(NC(=O)C3=NN(c4ccccc4)C(=O)CC3)n2)c1	-3%	u	5%	0%	-1%	0%	-1	-14%	-9%	0%	-19%
2	CCOc1ccc(NC(=O)N2CCC(n3nnc4ccccc43)CC2)cc1	-15%	-14%	0%	-1%	-6%	-3%	u	8%	-3%	26%	-9%
3	Cc1c(OCC(=O)NCCCN2CCCC2=O)ccc2c3c(c(=O)oc12)CCCC3	6%	13%	-4%	8%	1%	0%	1	17%	8%	1%	-1%
4	CC1(C)OC(C(=O)NC2CCCCC2)C(C(=O)NC2CCCCC2)O1 (stereo not given)	-5%	2%	6%	-4%	-5%	4%	5	20%	0%	0%	-4%
5	COc1cc2c(cc1OC)-c1cc(Nc3ccc(C)cc3)nc(=O)n1CC2	-7%	2%	-2%[1.84 µM]	-2%	-1%	-1%	6	-15%	u	-31%	-20%
6	CC1CN(C(=O)C(C)Sc2nnnn2C)CC(C)O1 (stereo not given)	-6%	4%	5%	0%	0%	3%	0	1%	3%	0%	3%
7	CS(=O)(=O)c1ccc(NS(=O)(=O)c2ccc(Cl)c(C(=O)NCc3ccco3)c2)cc1	x	2%	2%	4%	0%	-1%	-1	x	-3%	3%	2%
8	CCOC(=O)c1sc2c(c1C)c(=O)c(C(=O)OCC)cn2CC	-10%	u	0%	-4%	-4%	-8%	0	9%	-3%	11%	1%
9	O=C(O)c1ccccc1NC(=O)C1C2C=CC(C2)C1C(=O)O (stereo not given)	-3%	-1%	-4%	x	2%	0%	-1	-29%	-5%	7%	0%
10	CC(NC(=O)c1ccccc1)c1nnc(SCC(=O)NC2CCCC2)n1C (stereo not given)	7%	22%	1%	-8%	0%	-21%	2	8%	-2%	-14%	1%
11	CCC(c1nnnn1Cc1ccccc1)N1CCN(c2ccc(OC)cc2)CC1 (stereo not given)	-8%	u	6%	-2%	-2%	1%	4	24%	-8%	-9%	-1%
12	COc1ccc(CCNC(=O)CS(=O)(=O)c2cn(CC(=O)N(C(C)C)C(C)C)c3ccccc23)cc1OC	4%	0%	-1%	-4%	2%	-1%	-2	-6%	4%	-5%	-2%
13	Cc1ccc2nc(-c3ccc(S(=O)(=O)N4CCOCC4)cc3)cn2c1	13%	u	15%	26%	2%	10%	12	-1%	23µM*	x	-10%
14	CCCc1c(C)nc(N2CCN(c3ccc(F)cc3)CC2)[nH]c1=O	0%	-1%	-2%	2%	-5%	0%	1	42%	-4%	7%	3%
15	COc1ccc2oc(-c3ccc(C)c(NC(=O)CSc4ccc(Cl)cc4)c3)nc2c1	17%	u	6%	u	5%	2%	0	15%	10%	-10%&21%	-19%&-23%
16	CCCC1(C(=O)OCC)NC(c2ccc(OC)cc2OC)C2C(=O)N(c3ccc4c(c3)OCCO4)C(=O)C21 (stereo not given)	0%	u	1%	-6%	-1%	3%	2	-23%	2%	-17%	1%
17	CC(C)(C)[C@H]1COC(=O)[C@@H](Cc2ccc(F)cc2)CC/C=C/C[C@@H](CC(=O)N[C@@H](CO)Cc2ccccc2)C(=O)N1	x	26µM*	x	3%	x	12%	x	x	-4%	-23%	x
18	O=C(NC1CCCCC1)C1Cc2ccccc2CN1S(=O)(=O)c1ccc(F)cc1 (stereo not given)	-3%	u	-3%	-8%	-5%	1%	18	u	-4%	-6%	0%
19	O=C(Oc1cccc2cccnc12)c1ccc(N2C(=O)C3C4CCC(C4)C3C2=O)cc1 (stereo not given)	5µM*	-7%	-12%	22%	-4%	-6%	3	2.8µM*	-2%	-26%	u
20	CCCNC(=O)Cn1cnc([N+](=O)[O-])n1	-2%	u	-8%	-1%	-2%	0%	0	-17%	-1%	9%	-2%
21	CC(=O)Nc1cccc(Oc2nc(C)cc(C)c2C#N)c1	-11%	u	1%	1%	-1%	-5%	14	19%	16%	-1%	6%
22	Cc1ccc(CC(=O)N2CCOCC2)cc1	18%	u	-1%	2%	-1%	3%	5	-7%	-1%	25%	0%
23	O=C(Nc1ccccc1Cl)NC1CCCCCCC1	u	u	u	u	u	-2%	u	35%	u	14µM*	13µM*
24	CCOC1OC(=O)C(Cl)=C1Nc1ccccc1C (stereo not given)	-3%	-1%	-1%	-2%	-2%	-1%	6	2%	1%	4%	0%
25	Cc1ccc(Br)cc1S(=O)(=O)N1CCN(c2ccccc2)CC1	x	-3%	-1%	-7%	12%	-13%	0	-19%[0.365 µM]	-3%	2%	1%

# Given with two lines to a compound: part of the list above.
# Values in the order – VP16 counter	ELG1 repair inh	Rab9 promoter act	p53 reactivator	NPC1 promoter act	Tb PFK inh	TRPV1 ag	RORgamma inh	ELG1 genotox	BRCA1 expr up	FLuc modulator
[20] CCCNC(=O)Cn1cnc([N+](=O)[O-])n1
→ -2%	u	-8%	-1%	-2%	0%	0	-17%	-1%	9%	-2%
[21] CC(=O)Nc1cccc(Oc2nc(C)cc(C)c2C#N)c1
→ -11%	u	1%	1%	-1%	-5%	14	19%	16%	-1%	6%

# Remaining list, next part
no.	mol	VP16 counter	ELG1 repair inh	Rab9 promoter act	p53 reactivator	NPC1 promoter act	Tb PFK inh	TRPV1 ag	RORgamma inh	ELG1 genotox	BRCA1 expr up	FLuc modulator
26	CC(=O)N1c2ccc(S(=O)(=O)N(C)CC(=O)NC3CCCCC3C)cc2CC1C (stereo not given)	13%	4%	1%	-2%	-3%	3%	2	19%	-7%	-7%	-1%
27	O=C(Nc1nnc(CSCc2ccc(F)cc2)s1)c1ccc([N+](=O)[O-])cc1	-6%	-4%	-13%	14%	-6%	-1%	-1	-42%	-3%	1%	-1%
28	CCN(CC)C(=S)SCC(=O)Nc1ncc2c(n1)CCCC2=O	8%	4%	0%	1%	0%	0%	-4	13%	1%	0%	4%
29	Cc1nc2ccc(NC(=O)c3cc(S(=O)(=O)N(C)c4ccccc4)ccc3Cl)cc2s1	u	-7%	-26%	6%	-25%	0%	4	9%	12%	-66%	4%
30	O=C(Nc1cc(C(F)(F)F)ccc1N1CCCC1)c1cccnc1	0%	2%	-6%	-3%	2%	-8%	10	34%	-1%	0%	0%
31	COc1ccc(-c2cc(C(=O)Nc3nc4ccccc4s3)c3ccccc3n2)cc1OC	-4%	15µM*	0%	15%	-2%	3%	-3	-30%	-4%	66%	17µM*
32	COc1cc(C(c2c(C)[nH][nH]c2=O)c2c(C)[nH][nH]c2=O)ccc1OC(C)C	-7%	-2%	-9%	-6%	-6%	-27%	5	-11%	-2%	-18%	2%
33	O=C(COC(=O)c1n[nH]c2ccccc12)Nc1ccc(Cl)cc1[N+](=O)[O-]	-9%	-15%	-8%	3%	0%	5%	2	29%	-5%	-21%	u
34	CCn1cc(CNC(=O)c2ccc(OC3CCN(Cc4ccccn4)CC3)cc2)cn1	-3%	-19%	-15%	-3%	-13%	-2%	-1	u	-4%	0%	-1%
35	Cc1cc(C)nc(Sc2ccc3nnc(C(F)(F)C(F)(F)C(F)(F)F)n3n2)n1	2%	-1%	-3%	0%	0%	-10%	4	-6%	-3%	10%	-1%
36	COc1cccc(NC(=S)NC(C)c2ccc(OC)c(OC)c2)c1 (stereo not given)	u	-15%	-4%	-3%	-2%	1%	6	7.9µM*	-2%	6%	6%
37	O=S(=O)(Nc1ccccn1)c1cccc(S(=O)(=O)c2ccc(Br)cc2)c1	-1%	4%	-1%	-3%	0%	-4%	1	42%	-3%	-1%	-13%
38	COc1ccc(OC)c(NC(=O)CCOc2cccc(C)c2)c1	-6%	u	-3%	-5%	-4%	-9%	29	28%	-26%	-32%	1%
39	CCc1c(C)c(C#N)c2nc3ccccc3n2c1N1CCN(c2cc(C)ccn2)CC1	3%	u	9%	8%	-5%	1%	-8	9%	5%	x	0%
40	Oc1ccc(N2CCN(CC(O)c3ccccc3)CC2)cc1 (stereo not given)	-6%	u	-3%	-10%	12%	-6%	2	-11%	-1%	-19%	3%
41	Cc1ccc(Oc2ccc(S(=O)(=O)N3CCOCC3)cc2C(N)=O)cc1C	-4%	-4%	1%	-12%	-4%	0%	-1	4%	-3%	-1%	4%
42	CCOc1ccccc1NC(=O)COC(=O)Cc1ccc(-c2ccccc2)cc1	0%	26%	-3%	4%	1%	3%	1	-6%	1%	-25%	u
43	COC(=O)[C@H](Cc1ccccc1)NC(=O)N(C)Cc1ccccc1	-4%	u	0%	3%	-2%	-1%	1	41%	7%	0%	u
